# SRC1 TRFRET art: TR-FRET detection interference compounds, primary screen, artefact control for PPARgamma SRC-1 recruitment agonists, biochemical, TR-FRET emission ratio; TR-FRET ratio at 8 µM; TR-FRET detection artefact counter-screen; active compounds read high; AID 1051, 2008; 99,000 tested, 0.34% active; in the data active = TR-FRET ratio above about 2300; also: inactives centre near 1800
# SRC3 TRFRET art: TR-FRET detection interference compounds, artefact control for PPARgamma SRC-3 recruitment agonists, biochemical, TR-FRET ratio; 99,000 tested, 0.39% active; TR-FRET ratio at 8 µM; AID 1048, 2008; TR-FRET artefact counter-screen, PPARgamma/SRC-3 format; active compounds read high; in the data active = TR-FRET ratio above about 2000; also: inactives centre near 1600
# The depositor's hits bear a star. This is a subset; count on the stated rates, not on these rows.
# Under each structure – SRC1 TRFRET art	SRC3 TRFRET art
CCOC(=O)c1cc2cc([N+](=O)[O-])cc(OC)c2oc1=O
  1566	1668
O=C(C1CCCO1)N1CCN(C(=S)Nc2ccc(Cl)cc2Cl)CC1 (centres undefined)
  1750	1442
Cc1nn(C2CCS(=O)(=O)C2)c(Cl)c1/C=C/C(=O)OCC(=O)c1c[nH]c2ccccc12 (centres undefined)
  1608	1429
Cc1cc(C)n2nc(SCCCC(=O)c3ccccc3)nc2n1
  1621	1606
COC(=O)c1ccc(CSc2nnc(NC(=O)C3CC(=O)N(Cc4ccc(C)cc4)C3)s2)cc1 (centres undefined)
  1980	1424
Cn1c(-c2ccc(F)cc2)cnc1SCC(=O)Nc1ccccc1
  1555	1340
Cc1[nH]n(-c2ccccc2)c(=O)c1N=Nc1ccccc1O
  1657	1748
COc1ccccc1C(CC(=O)Nc1ccc(C)c(C)c1)c1ccc(OC(C)C)cc1 (centres undefined)
  1753	1573
O=C1OC(c2ccccc2)=N/C1=C\C=C\c1ccco1
  1682	1506
Cc1ccc(C(=O)N2c3ccccc3NC(=O)C2C)cc1 (centres undefined)
  1719	1633
Cc1c(Cl)c([N+](=O)[O-])nn1CCCC(=O)N(Cc1ccccc1)Cc1ccccc1
  1814	1681
O=C(NC12CC3CC(CC(C3)C1)C2)c1cc([N+](=O)[O-])ccc1N1CCOCC1
  1976	1660
Cc1ccc(S(=O)(=O)Nc2ccc3c(c2)OCCO3)cc1
  1920	1753
O=C(CCSCc1ccccc1F)NCc1cccs1
  1774	1522
O=C(O)/C=C/c1cn(-c2ccccc2)nc1-c1cccs1
  1851	1728
Cc1ccc(OCC(O)CN2CCN(Cc3ccc4c(c3)OCO4)CC2)cc1C (centres undefined)
  1823	1374
O=C(O)c1cn(-c2ccc(F)cc2)c(=O)c2ccccc12
  1541	1368
Cc1cc(NC(=O)c2cccc(Oc3ccccc3)c2)n[nH]1
  1904	1671
Cc1ccc(C)c(NC(=O)Cc2csc(-c3ccccc3)n2)c1
  1808	1425
Cc1nc2ccc(NC(=O)COc3ccccc3C)cc2s1
  1897	1485
CCN(CCC(=O)Nc1cc([N+](=O)[O-])ccc1OC)Cc1ccccc1
  1520	1429
Cc1ccccc1-c1ncc(CN2CCN(C3CCCCC3)C(CCO)C2)cn1 (centres undefined)
  1866	1807
O=C(O)CCCCCN=Cc1c(O)c2ccccc2oc1=O
  1714	1483
COc1cc(C(=O)NC2CCCNC2)cc(OC)c1OC (centres undefined)
  1865	1622
COc1ccc(NCc2nnc(SCC(=O)Nc3nc(-c4ccccc4)cs3)n2-c2ccccc2)cc1
  1838	1367
O=C(CCCCCNc1nc(=S)[nH]c2ccccc12)NCCc1ccc(Cl)cc1
  1948	1428
O=C(N/N=C\c1ccc(-c2ccc([N+](=O)[O-])cc2)o1)C1COc2ccccc2O1 (centres undefined)
  1837	1583
Cc1ccc(-n2c(CCc3nc4ccccc4[nH]3)n[nH]c2=S)cc1
  1797	1408
COc1ccc(NCN2C(=O)C3C4C=CC(C4)C3C2=O)cc1 (centres undefined)
  1745	1689
O=C(CN1CCC(n2nnc3cc(C(F)(F)F)ccc32)CC1)NNC(=O)c1ccco1
  1656	1537
CC(=O)N1NC(=Nc2ccccc2)SC1(C)C
  1743	1597
CN(CC(=O)N1CCN(c2ccccc2)CC1)S(=O)(=O)c1cccs1
  2039	1701
CCOC(=O)c1ccc(NC(=S)Nc2ccc(C)cc2)cc1
  1702	1657
CC(O)C(NS(=O)(=O)c1ccc(Cl)cc1)C(=O)OCc1cc([N+](=O)[O-])cc2c1OCOC2 (centres undefined)
  1977	1588
O=C(N/N=C1\CCSC1)c1cc(Cl)ccc1O
  1789	1468
CCOC(=O)C1=C(C)Nc2ccccc2N=C1NC(=O)/C=C/c1ccc(OC)cc1OC
  1902	1661
CC(=O)N1CCC(=NNC(=O)CSc2cc(C)c(Br)cc2C)CC1
  1740	1555
Cc1nn(-c2ccc(Cl)cc2)c(N)c1C(O)(CSc1nccn1C)C(F)(F)F (centres undefined)
  1919	1562
O=C(N/N=C/c1ccccc1C(=O)O)c1ccc(COc2cccc3cccnc23)cc1
  1739	1550
Cc1cccc2cc(CN(CCN3CCCC3)C(=O)NC3CCCCC3)c(=O)[nH]c12
  1584	1850
CCn1c(CCn2c3ccccc3c3ccccc32)n[nH]c1=S
  1949	1595
Cc1cccc(/C=N/c2sc3c(c2C#N)CCN(Cc2ccccc2)C3)c1O
  1744	1741
O=C(Nc1ccc2nc(-c3ccccn3)c(-c3ccccn3)nc2c1)N1CCOCC1
  2300	1499
COc1cc(/C=C2\SC(=O)N(Cc3ccc(F)cc3)C2=O)cc([N+](=O)[O-])c1O
  1820	1598
CS/C(=N\NC(N)=O)c1ccccc1
  1728	1736
O=C(N/C(=C/c1cn(-c2ccccc2)nc1-c1ccccc1)C(=O)N1CCOCC1)c1ccc(Cl)cc1Cl
  1655	1561
COc1ccc(C(=O)/C(C#N)=N/Nc2ccc([N+](=O)[O-])cc2)cc1
  1520	1529
CC(C)OC(=O)c1cc2c(ccn2C)n1CC(=O)N(Cc1ccccc1)c1ccc(F)cc1
  1852	1618
COc1cccc(CNCCO)c1OCc1ccccc1
  1726	1555
COc1ccc(-c2nn(-c3ccccc3)cc2C(=O)N2CCOCC2)cc1
  1500	1661
COc1ccc(C(C)=O)cc1CSc1nc(C)cc(C)n1
  1526	1459
CCOC(=O)C1=NNC2(c3ccc(C)cc3)C(=O)N(c3ccc(Cl)cc3)C(=O)C12 (centres undefined)
  1825	1631
CC(=O)N(C)c1ccc(N=Nc2c(C)[nH]n(C(N)=S)c2=O)cc1
  2117	1594
COc1ccc(-n2c(=S)[nH]c3cc(C(=O)O)ccc3c2=O)cc1
  1864	1513
O=C(c1cc2nc(-c3ccco3)cc(C(F)(F)F)n2n1)N1CCCc2ccccc21
  1839	1739
COC(=O)CNC(=O)CSc1nnc(C)c(=O)[nH]1
  1660	1619
CN1CCN(S(=O)(=O)c2ccc(NC(=O)COc3ccccc3)cc2)CC1
  1817	1552
NS(=O)(=O)c1ccc(NC(=S)NC(=O)c2ccc3c(c2)OCO3)cc1
  1733	1515
Cc1ccc(C(=O)N/C(=C\c2ccccc2)C(=O)NCc2cccnc2)cc1
  1957	1388
COc1ccccc1/C=N/NC(=O)c1nnn(-c2nonc2N)c1CSC1=NCCS1
  1937	1543

# (further entries)
# Under each structure – SRC1 TRFRET art	SRC3 TRFRET art
CC1CCCCN1C(=O)c1cccc(NC(=O)c2ccccc2)c1 (centres undefined)
  1783	1557
O=C1c2ccccc2C(=O)N1CCCc1c[nH]c2ccccc12
  1891	1728
OC(CNCc1ccccc1)Cn1ccc2ccccc21 (centres undefined)
  2075	1681
O=C(CCCCn1c(=O)[nH]c2ccsc2c1=O)NCCc1ccccc1
  1587	1504
COC(=O)CSc1nc2ccc(N)cc2s1
  1868	1541
Cc1ccc(C(=O)NCC(=O)OCC(=O)NC2CCCC(C)C2C)s1 (centres undefined)
  1516	1477
CCN(c1ccccc1)S(=O)(=O)c1ccc(OC)c(NS(=O)(=O)c2cccs2)c1
  1976	1679
CC1CCc2sc(C(=O)N=Nc3c(O)[nH]c4ccccc34)cc2C1 (centres undefined)
  1846	1655
CC(=O)Nc1ccc(Br)cc1C(=O)C(=O)O
  1927	1667
CC(=O)Nc1ccc(OCC(=O)NCc2ccc3c(c2)OCO3)cc1
  1778	1468
BrCCOCCOc1ccc2ccccc2c1
  2059	1669
O=C(NCCCCc1ccccc1)c1ccccc1Cl
  1641	1637
Cc1ccccc1CNC(=O)C(=O)Nc1nccs1
  1717	1596
O=C(CNC(=O)c1ccccc1Cl)N/N=C/C=C/c1ccccc1
  1574	1574
CC1=C(C(=O)OCC2CCCO2)C(c2coc3ccccc3c2=O)C2=C(CC(C)(C)CC2=O)N1 (centres undefined)
  1636	1697
Cc1ccc(C)c(OCCn2cc(C(=O)O)c3ccccc32)c1
  1776	1735
S=C(Nc1ccc(Cl)cc1)N(CCCN1CCOCC1)Cc1ccco1
  1626	1409
O=[N+]([O-])c1ccc(N/N=C2\CC3CC=CC23)cc1 (centres undefined)
  1718	1540
O=C(CNC(=O)C1COc2ccccc2O1)N/N=C\c1cccc(O)c1 (centres undefined)
  1803	1554
CCOC(=O)C1(C)C=C(Nc2ccccc2)C(=O)N1c1ccccc1 (centres undefined)
  1767	1570

# A second format for some results above:
canonical_smiles: Cc1ccc(C(=O)NCC(=O)OCC(=O)NC2CCCC(C)C2C)s1 (centres undefined)
  SRC1 TRFRET art: 1516
  SRC3 TRFRET art: 1477
canonical_smiles: O=C(CCCCn1c(=O)[nH]c2ccsc2c1=O)NCCc1ccccc1
  SRC1 TRFRET art: 1587
  SRC3 TRFRET art: 1504
canonical_smiles: CC1CCCCN1C(=O)c1cccc(NC(=O)c2ccccc2)c1 (centres undefined)
  SRC1 TRFRET art: 1783
  SRC3 TRFRET art: 1557
canonical_smiles: Cc1ccccc1CNC(=O)C(=O)Nc1nccs1
  SRC1 TRFRET art: 1717
  SRC3 TRFRET art: 1596

# Back to the main list; the 5 compounds before the break are reprinted first.
# Under each structure – SRC1 TRFRET art	SRC3 TRFRET art
Cc1ccc(C)c(OCCn2cc(C(=O)O)c3ccccc32)c1
  1776	1735
S=C(Nc1ccc(Cl)cc1)N(CCCN1CCOCC1)Cc1ccco1
  1626	1409
O=[N+]([O-])c1ccc(N/N=C2\CC3CC=CC23)cc1 (centres undefined)
  1718	1540
O=C(CNC(=O)C1COc2ccccc2O1)N/N=C\c1cccc(O)c1 (centres undefined)
  1803	1554
CCOC(=O)C1(C)C=C(Nc2ccccc2)C(=O)N1c1ccccc1 (centres undefined)
  1767	1570
CCc1ccc(N2C(=O)CN(CC(=O)OC)C2=S)cc1
  1607	1489
COc1ccccc1NC(=O)Cn1c(=O)n(-c2ccccc2)c(=O)c2oc3ccccc3c21
  1770	1721
COc1cc(/C=N/NC(=O)c2cc(-c3c(C)nn(-c4ccccc4)c3C)n[nH]2)ccc1O
  1309	1587
Cc1cc(C)c(NC(=O)c2ccccc2C(=O)c2ccccc2)c(C)c1
  1835	1654
Nc1ccccc1N=c1ssnc1Cl
  1828	1555
COc1ccc([N+](=O)[O-])cc1NC(=O)CCN1CCN(C)CC1
  1813	1458
COc1ccc(NC(=S)N/N=C/c2cccn2Cc2ccc(F)cc2)cc1
  1592	1557
CN(C)S(=O)(=O)c1cccc(NC(=O)COc2nc3ccccc3nc2N2CCOCC2)c1
  2004	1650
Oc1ccc(N=Nc2cccc(Cl)c2)cc1C=Nc1ccc(N2CCOCC2)cc1
  2061	1559
CCOC(=O)c1cccc(NC(=O)CCOc2ccccc2)c1
  1915	1581
CC1CCN(C(=O)COc2ccc(Nc3ccccc3)cc2)CC1
  2040	1511
CCCn1c2c(c(=N)c3c1CCC3)CCCC2
  1730	1370
CC(C)(C)c1cc(C(=O)NCC(=O)OCC(=O)c2cccc([N+](=O)[O-])c2)cc(C(C)(C)C)c1
  1560	1549
CC(C)(C)c1nnc(N/N=C/c2ccc(O)cc2)n(N)c1=O
  1947	1418
Cc1nnc(SCc2ccc(Cl)c(Cl)c2)s1
  1753	1627
CCc1ccc(Oc2coc3cc(OCC(=O)Nc4cc(C)ccc4C)ccc3c2=O)cc1
  1818	1580
Cc1cc(=O)[nH]c(SCC(=O)N2CCCCCC2)n1
  1583	1379
COc1ccccc1NC(=O)c1ccc(NC(=O)COC(=O)C2CCCCC2)cc1
  1762	1697
Cc1cc(N2CCN(C)CC2)nc2ccc(NC(=S)NC3CC3)cc12
  1765	1702
Cc1ccc(C)c(CSc2nc3[nH]ncc3c(=O)[nH]2)c1
  1830	1504
O=C(Nc1cccnc1)c1ccccc1NS(=O)(=O)c1ccc(F)cc1
  1712	1296
O=C(N/N=C/c1ccc[nH]1)c1ccccc1OCc1ccccc1Cl
  1701	1661
COc1ccc(CNCC(=O)Nc2ccccc2-n2cccc2)cc1
  1793	1566
COc1cc2c(cc1OC)CN(c1ccc(-c3ccccc3OC)nn1)CC2
  1714	1854
Cc1cc(NC(=O)c2ccccc2-c2ccccc2C(=O)O)no1
  2056	1624
O=C(NC1CCCC1)C(c1ccncc1)N(CCCN1CCOCC1)C(=O)c1ccc(-c2ccccc2)[nH]1 (centres undefined)
  1593	1474
O=C(Cn1cnc2ccccc21)Nc1ccc(F)c(F)c1
  1900	1551
Cc1ccccc1-n1nnnc1SCc1cc(=O)n2ccsc2n1
  2030	1675
CCOC(=O)C(c1ccccc1)N1CCN(c2ccc(OC)cc2)CC1 (centres undefined)
  1808	1588
O=S(=O)(c1ccc(Br)cc1)N1CCCN(Cc2ccccc2F)CC1
  2144	1628
O=C(NCc1ccc(C(=O)O)cc1)OCc1ccccc1
  1406	1533
CCOC(=O)c1c(C)n(CC)c2ccc(OC(=O)c3ccc([N+](=O)[O-])cc3)cc12
  1908	1574
CCOC(=O)c1c(C)c(C(=O)NCc2ccc3c(c2)OCO3)c(C)n1CC
  1787	1621
CN(CCN1CCc2ccccc2C1)Cc1nc(Cc2ccccc2F)no1
  1511	1455
N#Cc1ccc(-c2csc(NC(=O)/C=C/c3cccs3)n2)cc1
  1813	1274
O=C(COC(=O)c1ccc(Cl)nc1)Nc1ccc(S(=O)(=O)N2CCCC2)cc1
  1893	1449
Cc1ccc(-n2c(C)c3c(C)nnc(C)c3c2C)cc1N
  1850	1485
O=S(=O)(c1ccc(Br)cc1)n1c(Cc2ccccc2)nc2ccccc21
  1826	1685
CC[N+]1=CN(c2ccccc2)C(C)=CC1(C)C
  1802	1585
CCOC(=O)c1cccc(NC(=O)C2(S(=O)(=O)c3ccc(Cl)cc3)CC2)c1
  1819	1566

# Source: PubChem
